NCI-60 one-dose screen, 48 h, at 10 µM unless noted. Numbers give growth in % (100 = growth as untreated, 0 = no growth, -100 = all killed).
MDA-MB-231: MDA-MB-231 breast cancer; 81,000 tested, 5% active; AID 1794789
MDA-MB-468: MDA-MB-468 breast cancer; 78,000 tested, 8.5% active; AID 2202374
MOLT-4: MOLT-4 leukemia cells; 80,000 tested, 6.9% active; AID 1794779
MDA-MB-435: MDA-MB-435 melanoma | 82,000 tested, 7.8% active
SR: SR leukemia cells | 73,000 tested, 8.7% active | AID 1794780
CCRF-CEM: CCRF-CEM leukemia. 77,000 tested, 7% active
K-562: K-562 leukemia. 78,000 tested, 7.4% active. AID 1794777
RPMI-8226: RPMI-8226 leukemia cells. 77,000 tested, 7.5% active. AID 1794781
Starred values were filed as active, the others as inactive; . = not tested or not shown; & = joins results of further samples; [ ] = dose if it differs, or a comment. Rule for the calls: active = growth percent below 10; inactive = the rest.

SMILES	MDA-MB-231	MDA-MB-468	MOLT-4	MDA-MB-435	SR	CCRF-CEM	K-562	RPMI-8226
CC(=O)c1cc(C(=O)N2c3ccccc3Sc3ccccc32)n2ccc(C)cc12	46	3.4*	23	28	6.7*	25	19	20
CCOC(=O)C(=O)Cc1cccnn1	96	102	93	111	101	92	110	102
O=c1[nH]c(=O)n(C2OC(CO)C(O)C2O)cc1Br (configuration not stated)	115	102	104	106	99	90	109	96
COc1cccc(C2C3=C(COC3=O)N(CCO)c3cc(OC)c(OC)cc32)c1 (configuration not stated)	102	122	90	94	88	92	82	98
Cc1ccc2nc(C)c(-c3nnc(SCc4ccc(C#N)cc4)o3)n2c1	74	88	101	101	.	117	38	94
O=C(O)c1cc2ccccc2cn1	98	92	108	114	102	115	112	124
CC(C)Cc1c[nH]c(=O)[nH]c1=O	95	111	92	100	112	89	96	100
COc1cccc(/C=C2\COc3ccc(O)cc3C2=O)c1OC	85	44	33	20	5.5*	2.7*	5.8*	.
N#Cc1cnc(N)nc1N	93	101	109	106	.	96	.	108
COC(=O)C1=C(C(C)=O)C(c2cccc(Cl)c2)c2c(nc(C)[nH]c2=O)O1 (configuration not stated)	104	93	106	112	98	93	106	96
CCN(CC)S(=O)(=O)c1ccc(Nc2ccccc2OC)c(N)c1	104	135	102	78	22	131	121	120
Oc1c(Br)ccc2c(O)c(Br)ccc12	74	96	83	118	70	87	.	101
CC[C@H]1OC(=O)[C@H](C)[C@@H](O[C@H]2C[C@@](C)(OC)[C@@H](O)[C@H](C)O2)[C@H](C)[C@@H](O[C@@H]2O[C@H](C)C[C@H](N(C)C)[C@H]2O)[C@](C)(O)C[C@@H](C)/C(=N\OCOCCOC)[C@H](C)[C@@H](O)[C@]1(C)O	99	103	78	105	.	96	109	102
O=C1CCC2(CCC(=O)O2)O1	113	108	102	96	89	97	99	105
COc1c(F)ccc(C(=O)Nc2ccc3nc(NC(=O)C4CCCN(S(=O)(=O)c5ccc(C#N)cc5)C4)sc3c2)c1F (configuration not stated)	99	86	62	105	74	92	63	70
COc1ccccc1/C=N\N=C\c1ccccc1O	72	.	71	104	72	85	76	115
CCN(c1ncc(C(=O)O)cn1)c1cc2c(cc1C)C(C)(C)CCC2(C)C	101	98	98	104	91	85	107	86
CC(=O)Oc1ccccc1[N+](=O)[O-]	96	91	102	96	105	111	97	116
CN(C)c1ccc2c(=O)cc[nH]c2c1	110	106	85	105	89	103	100	101
Oc1cccc(/C=N/N=C2c3ccccc3-c3ccccc32)c1	78	60	83	102	89	76	96	94
COc1ccccc1/C=C(\C#N)C(=O)O	98	90	99	102	90	88	83	87
CCCCNC(=S)NCCCC	112&103	107&117	87&99	116&103	86&95	94&100	104&104	94&101
CCCC(CCc1ccccc1)C(=O)NC(N)=O (configuration not stated)	106	111	98	94	98	104	106	108
O=S1c2ccccc2NC2C3C=CC(C3)C21 (configuration not stated)	112&99	102&112	106&95	115&103	101&105	95&89	103&100	98&105

19 entries from above, in markdown:
| Molecule | MDA-MB-231 | MDA-MB-468 | MOLT-4 | MDA-MB-435 | SR | CCRF-CEM | K-562 | RPMI-8226 |
| --- | --- | --- | --- | --- | --- | --- | --- | --- |
| CC(=O)c1cc(C(=O)N2c3ccccc3Sc3ccccc32)n2ccc(C)cc12 | 46 | 3.4* | 23 | 28 | 6.7* | 25 | 19 | 20 |
| CCOC(=O)C(=O)Cc1cccnn1 | 96 | 102 | 93 | 111 | 101 | 92 | 110 | 102 |
| O=c1[nH]c(=O)n(C2OC(CO)C(O)C2O)cc1Br (configuration not stated) | 115 | 102 | 104 | 106 | 99 | 90 | 109 | 96 |
| COc1cccc(C2C3=C(COC3=O)N(CCO)c3cc(OC)c(OC)cc32)c1 (configuration not stated) | 102 | 122 | 90 | 94 | 88 | 92 | 82 | 98 |
| Cc1ccc2nc(C)c(-c3nnc(SCc4ccc(C#N)cc4)o3)n2c1 | 74 | 88 | 101 | 101 | . | 117 | 38 | 94 |
| O=C(O)c1cc2ccccc2cn1 | 98 | 92 | 108 | 114 | 102 | 115 | 112 | 124 |
| CC(C)Cc1c[nH]c(=O)[nH]c1=O | 95 | 111 | 92 | 100 | 112 | 89 | 96 | 100 |
| COc1cccc(/C=C2\COc3ccc(O)cc3C2=O)c1OC | 85 | 44 | 33 | 20 | 5.5* | 2.7* | 5.8* | . |
| N#Cc1cnc(N)nc1N | 93 | 101 | 109 | 106 | . | 96 | . | 108 |
| COC(=O)C1=C(C(C)=O)C(c2cccc(Cl)c2)c2c(nc(C)[nH]c2=O)O1 (configuration not stated) | 104 | 93 | 106 | 112 | 98 | 93 | 106 | 96 |
| CCN(CC)S(=O)(=O)c1ccc(Nc2ccccc2OC)c(N)c1 | 104 | 135 | 102 | 78 | 22 | 131 | 121 | 120 |
| Oc1c(Br)ccc2c(O)c(Br)ccc12 | 74 | 96 | 83 | 118 | 70 | 87 | . | 101 |
| CC[C@H]1OC(=O)[C@H](C)[C@@H](O[C@H]2C[C@@](C)(OC)[C@@H](O)[C@H](C)O2)[C@H](C)[C@@H](O[C@@H]2O[C@H](C)C[C@H](N(C)C)[C@H]2O)[C@](C)(O)C[C@@H](C)/C(=N\OCOCCOC)[C@H](C)[C@@H](O)[C@]1(C)O | 99 | 103 | 78 | 105 | . | 96 | 109 | 102 |
| O=C1CCC2(CCC(=O)O2)O1 | 113 | 108 | 102 | 96 | 89 | 97 | 99 | 105 |
| COc1c(F)ccc(C(=O)Nc2ccc3nc(NC(=O)C4CCCN(S(=O)(=O)c5ccc(C#N)cc5)C4)sc3c2)c1F (configuration not stated) | 99 | 86 | 62 | 105 | 74 | 92 | 63 | 70 |
| COc1ccccc1/C=N\N=C\c1ccccc1O | 72 | . | 71 | 104 | 72 | 85 | 76 | 115 |
| CCN(c1ncc(C(=O)O)cn1)c1cc2c(cc1C)C(C)(C)CCC2(C)C | 101 | 98 | 98 | 104 | 91 | 85 | 107 | 86 |
| CC(=O)Oc1ccccc1[N+](=O)[O-] | 96 | 91 | 102 | 96 | 105 | 111 | 97 | 116 |
| CN(C)c1ccc2c(=O)cc[nH]c2c1 | 110 | 106 | 85 | 105 | 89 | 103 | 100 | 101 |

Following part
SMILES	MDA-MB-231	MDA-MB-468	MOLT-4	MDA-MB-435	SR	CCRF-CEM	K-562	RPMI-8226
NC(=O)Nc1ccc2c(c1)Cc1cc(F)ccc1-2	82	73	83	103	84	76	90	92
COc1ccc(C(=O)c2ccc(C)cc2)c(O)c1	73	75	85	82	78	87	.	.
c1ccc2cc(Cn3c(-c4ccc5ccccc5c4)[n+](Cc4ccc5ccccc5c4)c4ccccc43)ccc2c1	-73*	-43*	-35*	-80*	-28*	-4.2*	-45*	.
COc1cccc(/C=C2/Sc3scc(-c4ccccc4)[n+]3C2=O)c1O	85	98	96	48	43	92	69	96
CCCCCCCCCCCCCCCCCCOCC(COP(=O)([O-])OCC[N+](C)(C)C)OC (configuration not stated)	74	.	89	103	48	64	104	33
Cc1nc(/N=C(\N)NC(=O)Nc2ccccc2)sc1C	94	64	86	42	.	84	36	94
CCCCCCCCc1cc[n+](CC(=O)c2ccc(Br)cc2)cc1	14	-87*	.	-15*	.	0.5*	.	-10.0*
C=CC(=O)N[C@H](/C=C/C(=O)OCC)Cc1ccc(-c2cc(Cl)cc(Cl)c2)cc1	73	88	74	96	69	79	89	74
Oc1c(Cc2ccccc2)nc2c(-c3nc4ccccc4s3)c(Nc3ccccc3)[nH]n12	108	103	80	105	98	69	86	98
COc1ccc(C(=O)N2c3ccccc3Sc3ccccc32)c(C(F)(F)F)c1	24	30	15	-25*	16	22	-7.9*	14
C[C@]12CC[C@@H]3c4cc([N+](=O)[O-])c(O)cc4CC[C@H]3[C@@H]1CC[C@@H]2NS(=O)(=O)c1cccc(C(F)(F)F)c1	75	91	85	94	76	.	72	81
CCCCCOC(=O)Nc1nc(=O)n([C@@H]2O[C@H](CO)[C@@H](O)C2(F)F)cc1F	86	83	100	49	120	95	75	69
NS(=O)(=O)c1ccc(NC(=O)CCS(=O)(=O)c2ccccc2)cc1	115	110	105	109	106	110	109	108
O=C(c1ccc(Cl)cc1Cl)C(Cl)Cl	101	.	84	114	.	112	92	108
CCN1C(=O)/C(=C/N2N=C(c3ccc(Cl)cc3)CC2c2ccc(OC)cc2)SC1=S (configuration not stated)	87	93	73	97	84	100	78	101
COC1=CC(c2ccc[nH]2)=N/C1=C\c1[nH]c(C)c(C(=O)CCCCC(=O)NC(C)(C)C)c1C	-19*	34	21	7.7*	83	69	53	35
O=C(/C=C\c1ccc(Br)cc1)c1ccccc1	87	103	100	94	25	68	70	53
CCOc1ccccc1C(=O)N1CCN(c2cc(Cl)cc(Cl)c2)CC1	6.6*	3.9*	7.4*	-13*	6.8*	7.4*	.	1.5*
Cc1cc(C)n(-c2nc(-c3cc4ccccc4oc3=O)cs2)n1	91	106	92	100	87	100	88	94
NS(=O)(=O)c1ccc(NS(=O)(=O)c2c(O)c3cc(Cl)ccc3oc2=O)cc1	94	99	100	103	102	97	.	102
Clc1ccc(Nc2n[nH]c(-c3ccccc3)n2)c(Cl)c1	73	61	88	99	.	91	82	80
O=C(Cc1ccccc1)C(c1ccccc1)C(c1ccccc1)c1ccccc1 (configuration not stated)	71	94	60	88	81	84	78	60
O=c1cc(N/N=C/c2ccc(Cl)cc2)c2ccccc2[nH]1	118	99	88	115	91	95	71	90
CCOc1ccccc1I	117	97	100	100	101	103	107	99
CS(=O)(=O)Nc1cccc(-n2c(COc3ccc(Br)cc3)nc3ccccc32)c1	80&90	93&106	81&75	105&109	94&77	90&97	93&83	97&88
O=c1[nH]c(=O)n(CCCc2ccccc2)cc1-c1ccccc1	115	114	91	120	92	97	81	102
O=C(CC(c1ccccc1)c1ccccc1)CC(c1ccccc1)c1ccccc1	97	81	83	95	79	66	86	79
NS(=O)(=O)c1ccc(Nc2nc(N/N=C/c3ccc4c(c3)OCO4)nc(Nc3ccccc3)n2)cc1	60	46	11	59	20	16	33	54
Oc1cccc2ccc(-c3n[nH]c(=S)o3)nc12	96	59	95	91	95	87	88	98
COc1ccc(Cn2nc(-c3ccc(OC)cc3)c3c2CCc2cnoc2-3)cc1	42	49	50	55	52	55	51	.
C#CCOc1ccc2ncnc(N3CCC(NC(=O)C=C)CC3)c2c1	109[8.25 µM]	110[8.25 µM]	104[8.25 µM]	97[8.25 µM]	102[8.25 µM]	115[8.25 µM]	108[8.25 µM]	85[8.25 µM]
CC12O[C@H](C[C@@H](OC(=O)c3ccccc3)[C@H]1O)n1c3ccccc3c3c4c(c5c6ccccc6n2c5c31)C(=O)NC4=O	53	81	64	60	50	64	71	55
COc1cc(NC(=O)CC(C)=O)c(OC)cc1Cl	100	103	107	101	97	100	100	100
CC(=O)CC(=O)SC1=NCCS1	112	124	99	106	102	87	104	98
Cn1cc(-c2cc(N)n3nc(-c4c[nH]c5ccc(F)cc45)cc3n2)c2cc(Br)cnc21	13	21	-10*	79	-23*	-43*	-69*	19
COc1ccc(/C=N\Nc2nc(SCC(C)C)nc(-c3ccc(OC)cc3)c2C#N)cc1	44	72	30	68	50	39	75	55
Cc1ccc(S(=O)(=O)N2C(=O)/C(=C\c3cn(S(=O)(=O)c4ccc(C)cc4)c4ccccc34)c3ccccc32)cc1	84	104	90	109	70	.	84	93
COc1cc(N=Nc2cccc(S(=O)(=O)O)c2)ccc1NC(=O)Nc1ccc(N=Nc2ccc(O)c(C(=O)O)c2)cc1	94	111	.	110	124	98	120	108
